# ERa coact pot: ER-alpha (human) coactivator binding potentiation; TR-FRET ERalpha-LBD/SRC-Cy5 coactivator binding, 2 h; 100 = basal binding, no effect; coactivator binding (% of control), % at 25.6 µM; actives 1.3% (n = 86,000); AID 639; in the data active means activity above about 200%;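 further: binding measured in presence of low estradiol as agonist stimulus; 0% = peptide alone without receptor and 100% = receptor with peptide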
# Target sequence (P03372 whole entry, looked up, the tested form may be a part): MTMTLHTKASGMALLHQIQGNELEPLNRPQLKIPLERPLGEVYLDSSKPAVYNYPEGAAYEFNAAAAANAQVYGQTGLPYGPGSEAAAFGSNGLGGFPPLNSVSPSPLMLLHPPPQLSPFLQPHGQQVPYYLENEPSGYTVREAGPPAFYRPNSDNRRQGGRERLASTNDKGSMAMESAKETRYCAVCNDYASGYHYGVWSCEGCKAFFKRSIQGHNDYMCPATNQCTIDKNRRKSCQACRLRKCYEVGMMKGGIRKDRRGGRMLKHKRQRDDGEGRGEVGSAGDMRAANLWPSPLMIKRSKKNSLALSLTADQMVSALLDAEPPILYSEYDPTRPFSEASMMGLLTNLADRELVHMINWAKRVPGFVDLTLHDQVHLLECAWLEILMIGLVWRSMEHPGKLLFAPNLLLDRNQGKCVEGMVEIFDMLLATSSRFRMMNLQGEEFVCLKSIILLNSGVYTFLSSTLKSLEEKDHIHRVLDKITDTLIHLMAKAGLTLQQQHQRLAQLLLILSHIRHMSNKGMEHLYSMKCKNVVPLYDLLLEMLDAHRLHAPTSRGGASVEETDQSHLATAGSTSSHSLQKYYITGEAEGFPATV
# HUVEC prolif 384: human endothelial cell proliferation inhibition. HUVEC proliferation, CellTiter-Glo luminescence, 72 h; hits give low values. viability, % at 10 µM (by protocol). actives 1.1% (n = 86,000);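 active means viability at or below 30%; inactive means viability above 30%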;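 further: 100% = median luminescence of DMSO-only cell control wells on each plate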
# Fibroblast inh: blocks proliferation of human lung fibroblasts; LL 47 human lung fibroblast viability, ATP luminescence; hits give low values; viability, % at 10 µM; actives 1.1% (n = 85,000); AID 719;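 active means viability at or below 50% in the single dose screen; inactive means viability above 50%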;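 further: compound exposure lasted 72 h before the ATP readout; 100% = median luminescence of untreated cell-only wells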
#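 material = human LL 47 lung fibroblast cells | dosing = compounds added from tenfold dosing solution, 0.1% DMSO final | timing = overnight cell rest, 72 h compound treatment at 37 °C | measured by = CellTiter-Glo luminescence measuring cellular ATP | evaluation = % viability versus median cells-only luminescence | control set = cell-only wells, no compound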
# H69AR growth 86K: blocks growth of human H69AR lung tumor cells | viability, % at 10 µM | AID 598 | actives 6% (n = 85,000) | H69AR lung tumor viability, ATP luminescence, 72 h; hits give low values;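 active means viability at or below 40%; inactive means viability above 40%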;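 further: multidrug resistant small cell line overexpressing MRP-1 efflux transporter; 100% = mean luminescence of untreated control wells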
# Candida biofilm: kills Candida albicans biofilms. C. albicans biofilm + clotrimazole, Alamar Blue. inhibition, % at 6 µM. actives 0.14% (n = 85,000);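 active means inhibition above 20%; inactive means inhibition below 20%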;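 further: preformed 24 hr biofilms exposed to compound for 48 hr; 0% = biofilm without compound and 100% = blank killed by clotrimazole plus chlorhexidine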
# ERa coact inh: ER-alpha (human) coactivator binding inhibition; P03372; TR-FRET ER-alpha LBD / SRC-1 peptide, estradiol-bound; inhibition, % at 25.6 µM; actives 1.7% (n = 86,000); AID 629; in the data active means inhibition above about 50%;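 further: 0% = receptor plus peptide control and 100% = peptide only without receptor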
# ERb SRC1 inh: ER-beta (human) coactivator binding inhibition; TR-FRET ER-beta LBD / SRC1-Cy5 peptide binding; receptor agonist-loaded with 1 µM estradiol; inhibition, % at 25.6 µM; actives 1.3% (n = 86,000);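 active means compounds whose percent inhibition of the receptor-coactivator binding signal exceeds about 50% in the single-dose screen, limit read from the data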;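 further: 0% = receptor plus peptide wells without compound and 100% = peptide-only wells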
# sEH activator: increases human soluble epoxide hydrolase activity; P34913; purified human sEH enzymatic activity, activator screen; activation, % at 2 µM; actives 0.04% (n = 91,000); AID 717; in the data active means activation above about 37%; further: values of inactives mirror those of a sister screen read the other way
# Smad3 inh: inhibitors of human Smad3 transcription factor binding | P84022 | TR-FRET Smad3/Dy647-FoxH1 peptide binding, europium anti-His | inhibition, % at 25 µM | actives 0.29% (n = 88,000);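 active means compounds that reduce the energy-transfer binding signal between the protein and its labelled peptide by more than half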;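 further: 0% = Smad3 plus labelled peptide maximal FRET and 100% = peptide-only background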
# Active calls of the source: *; . = no result given; [ ] = another dose, or the depositor's remark.
# Value order: ERa coact inh, ERa coact pot, H69AR growth 86K, Smad3 inh, sEH activator, Fibroblast inh, Candida biofilm, HUVEC prolif 384, ERb SRC1 inh
1. CC(C)C12CN3CCN(CC(C3)C1O)C2 (stereo unspecified)
    -11, 114, 105, 6, 6, 104, -2, 111, -10
2. CN1C(=O)NC(=O)[C@]2(Cc3ccccc3N3CCN(c4ccccc4)CC32)C1=O (stereo partly specified)
    -6, 102, 87, -4, 1, 102, 2, 100, -13
3. c1ccc2[nH]c(CCNC3CCCCC3)nc2c1
    -7, 130, 87, -4, -11, 92, 10, 90, -5
4. CCc1cc2c(s1)NC(=O)CN=C2c1cccs1
    -6, 100, 23*, 2, ., 91, 9, 79, -3
5. Cc1ccc(N(C)C(=O)Oc2cccc3cccnc23)cc1
    6, 123, 97, 8, -4, 100, 6, 92, 0
6. CCOC(=O)C1C2NC(=O)N(Cc3ccccc3)C1(C)Oc1c(OC)cccc12 (stereo unspecified)
    -8[fluorescence artefact?], 78, 116, -9, 13, 98, 2, 100, -4[fluorescence artefact?]
7. CCOC(=O)c1cccc([P+](=O)O)c1
    4, 107, 96, -14, -5, 100, 8, 88, 2[fluorescence artefact?]
8. COc1ccccc1/C=C1/C(=N/O)C2CCN1CC2
    -1, 113, 99, -5, ., ., 3, 100, -5
9. CCC(=O)c1cn(Cc2ccc(C#N)cc2)c2ccccc12
    2, 86[fluorescence artefact?], 80, 3, 4, 97, -2, 90, 16[fluorescence artefact?]
10. O=c1[nH]c(=O)n(Cc2ccco2)c(O)c1C=NCCCn1ccnc1
    -4, 94, 90, -11, 5, 106, 12, 96, 21[fluorescence artefact?]
11. O=c1[nH]c(=O)n(C2CCCCC2)c(O)c1C=NCCCn1ccnc1
    9[fluorescence artefact?], 116, 92, 5, ., 108, 5, 99, 2[fluorescence artefact?]
12. CCOc1cccc(CNC2CN3CCC2CC3)c1 (stereo unspecified)
    3, 86, 97, 5, 5, 107, 3, 88, 10
13. COc1cccc(C2=NOC(C(=O)N3CCC4(CC3)OCCO4)C2)c1 (stereo unspecified)
    -2, 130, 73, -1, -8, 100, 4, 103, -3
14. Cc1nn(Cc2ccccc2)c(C)c1C(=O)OCC(=O)Nc1ccccc1SCC#N
    -5, 106, 73, 2, -2, 87, 9, 95, -1
15. COc1ccc(/C=C2\C(=N\O)C3CCN2CC3)cc1
    -11, 120, 90, -11, 3, 98, 4, 95, 0
16. CN(C)CC1CSCCC1(O)c1ccc(Cl)cc1 (stereo unspecified)
    -3, 107, 90, 5, 16, 90, 7, 104, 0
17. CCOc1cc(C=C2C(=O)NC(=O)NC2=O)ccc1OS(=O)(=O)c1ccccc1
    22, 54, 56, 6, -10, 96, 0, 87, 6
18. CC(C)CCP(=O)(O)c1ccccc1
    -5, 86, 95, -8, -7, 103, 6, 87, 2
19. CCOC(=O)C1=C(N)Oc2c(c(=O)oc3ccccc23)C12C(=O)N(C)c1ccccc12 (stereo unspecified)
    -3, 96, 71, 0, -4, 91, 3, 92, -2
20. O=C(Cn1ncc2c3ccccc3n(Cc3ccccc3)c2c1=O)N1CCC2(CC1)OCCO2
    -4, 105, 103, 1, ., 101, 4, 103, -7
21. CCC(=NC1CC1)c1c(O)n(-c2ccc(OC)cc2)c(=O)[nH]c1=O
    4[fluorescence artefact?], 113[fluorescence artefact?], 93, 7, -2, 98, 6, 92, 19[fluorescence artefact?]
22. Cn1ccnc1P(=S)(c1nccn1C)N1CCOCC1
    -2, 86, 95, -5, 2, 106, -1, 101, -7
23. COc1ccc(C2NCc3ccc4c(c3-n3cccc32)OCO4)cc1OC (stereo unspecified)
    4, 93, 48, -6, -1, 82, 10, 77, 7
24. CC(CO)(CO)N=Cc1c(O)n(-c2cccc3ccccc23)c(=O)[nH]c1=O
    -2, 104, 94, 4, -9, 102, 3, 103, -8
25. O=c1c2ccccc2nc(-c2ccco2)n1-c1cccnc1
    2, 112, 86, 10, 13, 104, 6, 98, 2[fluorescence artefact?]
26. CCCCCCn1c(O)c(C=NCCCn2ccnc2)c(=O)[nH]c1=O
    -29, 109, 75, -3, -4, 101, 0, 89, -14
27. Cc1ccc2nc3c(cc2c1)CC1(C(=O)N(C)C(=O)N(C)C1=O)C1COCCN31 (stereo unspecified)
    1, 137[fluorescence artefact?], 73, -4, 4, 99, 3, 104, -1
28. CCCC(C)C1(CC)C(=O)NC(=Nc2ccc(F)cc2)NC1=O (stereo unspecified)
    -2, 86[fluorescence artefact?], 43, 4, 5, 84, 5, 80, -2
29. COc1ccc(CN2CCN(C(=O)Cc3ccccc3)CC2)c(OC)c1
    15, 114, 90, -7, ., 103, -1, 101, 1[fluorescence artefact?]
30. CC1CCC(C(C)C)C(OP(N)(=O)c2ccccc2)C1 (stereo unspecified)
    3, 107, 93, -1, -3, 92, 12, 96, -1
31. Cc1oc(-c2ccc(Cl)cc2)nc1CS(=O)CC(=O)N1CCC2(CC1)OCCO2 (stereo unspecified)
    -16[fluorescence artefact?], 115[fluorescence artefact?], 91, 9, -7, 120, 5, 105, -15[fluorescence artefact?]
32. CC12CN3CC(C)(CN(C1)C3c1ccco1)C2=O (stereo unspecified)
    16[fluorescence artefact?], 81, 103, 17, 9, 103, 3, 101, 8[fluorescence artefact?]
33. CCN(CC)CCCN=C(C)c1c(O)n(-c2ccc(C)cc2)c(=O)[nH]c1=O
    -3, 99, 87, -3, 13, 99, 5, 100, -17
34. Cc1ccc2c(c1)C1CN(C)CCC1N2C(=O)COc1ccc(S(=O)(=O)N2CCOCC2)cc1 (stereo unspecified)
    -7, 104, 87, -3, 11, 99, 3, 98, 2
35. C=CCn1c(O)c(C(CC)=NCCC2=CCCCC2)c(=O)[nH]c1=O
    -2, 100, 59, 11, 12, 104, 11, 80, -2
36. CCN1CCN(C(=O)Cc2coc3ccc4ccccc4c23)CC1
    3[fluorescence artefact?], 125, 93, 15, 8, 94, 4, 86, 3[fluorescence artefact?]
37. COc1ccc(OC)c(N2C(=O)NC(=O)C3(Cc4cc(C)ccc4N(C)C3)C2=O)c1 (stereo unspecified)
    14[fluorescence artefact?], 91, 91, 0, 2, 106, 3, 79, 8[fluorescence artefact?]
38. CCOC(=O)C(C)(CC)NC(=O)CSP(=S)(OCC)OCC (stereo unspecified)
    24[fluorescence artefact?], 93, 94, 4, 7, 109, -4, 104, 6
39. O=C(Nc1ccccc1)NC1CC2CCC(C1)N2 (stereo unspecified)
    2[fluorescence artefact?], 91, 89, -2, -28, 98, 6, 95, 2[fluorescence artefact?]
40. CN(C(=O)c1ccco1)C1(c2ccccc2Cl)CCCCC1=O (stereo unspecified)
    0, 122, 93, 8[fluorescence artefact?], 4, 110, 9, 90, -2
41. CCCCCCCC(=O)NC(Oc1ccccc1[N+](=O)[O-])C(Cl)(Cl)Cl (stereo unspecified)
    23[fluorescence artefact?], 87, 94, -1, -4, 97, 7, 105, 15
42. Cc1ccc(S(=O)(=O)NP(=O)(Oc2ccccc2)Oc2ccccc2)cc1
    1[fluorescence artefact?], 110, 88, -3, 6, 108, 4, 95, 1[fluorescence artefact?]
43. Cc1cccc(N2C(=O)CC(=O)NC2=O)c1
    -4, 104, 95, 6, -2, 105, 8, 95, -3[fluorescence artefact?]
44. CCC(C)N=Cc1c(O)n(-c2ccccc2)c(=O)[nH]c1=O (stereo unspecified)
    -3, 90, 100, 6, 1, 103, 4, 92, -1

# Nos. 19 to 31 from above:
# Value order: ERa coact inh, ERa coact pot, H69AR growth 86K, Smad3 inh, sEH activator, Fibroblast inh, Candida biofilm, HUVEC prolif 384, ERb SRC1 inh
19. CCOC(=O)C1=C(N)Oc2c(c(=O)oc3ccccc23)C12C(=O)N(C)c1ccccc12 (stereo unspecified)
    -3, 96, 71, 0, -4, 91, 3, 92, -2
20. O=C(Cn1ncc2c3ccccc3n(Cc3ccccc3)c2c1=O)N1CCC2(CC1)OCCO2
    -4, 105, 103, 1, ., 101, 4, 103, -7
21. CCC(=NC1CC1)c1c(O)n(-c2ccc(OC)cc2)c(=O)[nH]c1=O
    4[fluorescence artefact?], 113[fluorescence artefact?], 93, 7, -2, 98, 6, 92, 19[fluorescence artefact?]
22. Cn1ccnc1P(=S)(c1nccn1C)N1CCOCC1
    -2, 86, 95, -5, 2, 106, -1, 101, -7
23. COc1ccc(C2NCc3ccc4c(c3-n3cccc32)OCO4)cc1OC (stereo unspecified)
    4, 93, 48, -6, -1, 82, 10, 77, 7
24. CC(CO)(CO)N=Cc1c(O)n(-c2cccc3ccccc23)c(=O)[nH]c1=O
    -2, 104, 94, 4, -9, 102, 3, 103, -8
25. O=c1c2ccccc2nc(-c2ccco2)n1-c1cccnc1
    2, 112, 86, 10, 13, 104, 6, 98, 2[fluorescence artefact?]
26. CCCCCCn1c(O)c(C=NCCCn2ccnc2)c(=O)[nH]c1=O
    -29, 109, 75, -3, -4, 101, 0, 89, -14
27. Cc1ccc2nc3c(cc2c1)CC1(C(=O)N(C)C(=O)N(C)C1=O)C1COCCN31 (stereo unspecified)
    1, 137[fluorescence artefact?], 73, -4, 4, 99, 3, 104, -1
28. CCCC(C)C1(CC)C(=O)NC(=Nc2ccc(F)cc2)NC1=O (stereo unspecified)
    -2, 86[fluorescence artefact?], 43, 4, 5, 84, 5, 80, -2
29. COc1ccc(CN2CCN(C(=O)Cc3ccccc3)CC2)c(OC)c1
    15, 114, 90, -7, ., 103, -1, 101, 1[fluorescence artefact?]
30. CC1CCC(C(C)C)C(OP(N)(=O)c2ccccc2)C1 (stereo unspecified)
    3, 107, 93, -1, -3, 92, 12, 96, -1
31. Cc1oc(-c2ccc(Cl)cc2)nc1CS(=O)CC(=O)N1CCC2(CC1)OCCO2 (stereo unspecified)
    -16[fluorescence artefact?], 115[fluorescence artefact?], 91, 9, -7, 120, 5, 105, -15[fluorescence artefact?]

# Screening data deposited in PubChem BioAssay by several laboratories.

# An excerpt; the hit share may differ from the screen's.
